# Screening data deposited in PubChem by National Center for Advancing Translational Sciences (NCATS).
# Peg3 imprint: induces erasure of genomic imprints in mouse ES cells; 110,000 tested, 0.02% active; mouse ES Peg3-LacZ reporter, beta-gal luminescence, 40 h; Potency, µM (doses to about 60.7 µM), inactives show top-dose activity change, positive = activation, actives largely listed as activators;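 note: 0% = negative control wells on the plate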
#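 Gelatin-coated wells received 300 freshly trypsinized female ES cells with a Peg3LacZ-Neo reporter on the maternal allele, then incubated 40 hours at 37C. BetaGlo was added for 5 minutes at room temperature before a single luminescence read.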
# p53ts 32C tox: cytotoxicity in p53ts cells at permissive temperature | H1299-p53A138V at 32C, ATP luminescence viability, 24 h | Potency, µM (top dose mostly 46.1 µM), inactives show top-dose activity change, negative = cytotoxicity, hits mostly cytotoxic | 130,000 tested, 0.93% active;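 note: 0% = DMSO and -100% = full killing by reference compound; nearly all actives have a fitted effect of over 55% in size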
#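 H1299-p53 A138V cells (temperature-sensitive p53) exposed 24 h to up to 46 uM compound at 32C, where p53 is wild-type in conformation. Viability read as ATP luminescence and normalised to DMSO and 100 uM tamoxifen. AC50 fitted with the Hill equation.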
# p53ts 39C kill: kills p53ts cells at the nonpermissive temperature. 130,000 tested, 1.5% active. H1299-p53A138V viability at 39C, ATP luminescence, 24 h. Potency, µM (doses to about 46.1 µM), for the others: top-dose activity change, negative = cell killing, actives largely listed as cytotoxic. AID 902; note: nearly all actives have a fitted effect of over 55% in size
# IkB signaling: suppresses IkB signaling in ABC-DLBCL reporter cells; ABC-DLBCL IkBa-CBG/CBR dual luciferase ratio, 4 h; response scale: scaled: untreated 0%, proteasome inhibitor 100%; Potency, µM (titrated, usually from 57.1 µM), for the others: at the top dose IkBa stabilization activation; 110,000 tested, 0.04% active; AID 445; active = well fitted curve in the direction sought with a large enough effect in the signal ratio, not every such curve was filed as active; inconclusive = small, poorly fitted or top-dose-only effect, or a change in a side signal; the % refers to the signal ratio;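 note: the direction sought is a rising ratio; 0% = basal untreated cells and 100% = reference inhibitor full response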
#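 Curves were fitted separately to fusion (green), unfused (red) and ratio luminescence, then classed by r2, magnitude and activity. Cells: OCI-Ly3, 4 h compound plus doxycycline at 37C; 10 uM MG-132 defined full response.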
# * = called active by the depositor; ? = inconclusive; . = not tested or not shown; [ ] = remark or other dose. Unless noted, calls come from the whole dose curve; as a rule, active = well fitted curve in the direction sought with a large enough effect; inconclusive = small, poorly fitted or top-dose-only effect, or another doubt; inactive = no such curve, though single readings can be large; an effect the other way counts as inactive or inconclusive. Unless noted, % is set by controls: 0 for no effect and ±100 for the full control effect; potency is the fitted concentration of half-maximal effect.
mol	Peg3 imprint	p53ts 32C tox	p53ts 39C kill	IkB signaling
O=C(CN1C(=O)COc2ccc(S(=O)(=O)N3CCCC3)cc21)N1CCN(c2ccc(F)cc2)CC1	-17.3%[10.9 µM]	11.3%	2.0%	?
CCOC(=O)Cn1c(=O)oc2cc(S(=O)(=O)NCC3CCCO3)ccc21 (configuration not stated)	0.6%	-4.1%	0.9%	?
Cc1nc2ccc(S(=O)(=O)NC(C(=O)N3CCC(C)CC3)C(C)C)cc2s1 (configuration not stated)	-7.1%	10.9%	19.0%	0.1%
Cc1cc2oc(=O)cc(CN3CCCCC3)c2cc1C(C)C	-21.5%	-4.3%	-6.1%	5.5%
Cc1cc(C)c(NC(=O)C2CCN(C(=O)N3CCOc4ccccc43)CC2)c(C)c1	15.4%[10.9 µM]	5.5%	-3.2%	?
CC1=C(C(=O)Nc2ccccc2)C(c2cccc(Cl)c2)n2nc(SCC(=O)c3ccc(C)cc3)nc2N1 (configuration not stated)	?	0.7%	23.4%	-1.4%
COc1cc(C(=O)CSc2nncn2C)cc(OC)c1OC	-11.0%	3.6%	1.2%	1.3%
COc1ccc(CNC(=O)c2cccc3c2C(=O)N(Cc2cccnc2)C3)cc1	-11.1%	-2.6%	-6.3%	3.7%
Cc1ccc(-n2c3c(cc(C(=O)N4CCN(C)CC4)c2=O)C(=O)CC(C)(C)C3)cc1	-13.1%	-3.1%	0.0%	0.6%
CCC1CCCCN1C(=O)c1c[nH]c2ccc(S(=O)(=O)Nc3cccc(OC)c3)cc2c1=O (configuration not stated)	5.8%[10.9 µM]	2.9%	14.7%	?
CCOc1ccc(-c2cc(C(=O)NCc3ccccc3Cl)c3ccccc3n2)cc1	-22.0%[10.9 µM]	-6.1%	-23.9%	2.9%
CCOC(=O)CNC(=O)CSc1nnc(-c2ccc(OC)cc2)n1CC	.	-6.5%	4.7%	.

# Shown as labelled records: part of the list above.
CCOC(=O)Cn1c(=O)oc2cc(S(=O)(=O)NCC3CCCO3)ccc21 (configuration not stated)
  Peg3 imprint: 0.6%; p53ts 32C tox: -4.1%; p53ts 39C kill: 0.9%; IkB signaling: ?
Cc1nc2ccc(S(=O)(=O)NC(C(=O)N3CCC(C)CC3)C(C)C)cc2s1 (configuration not stated)
  Peg3 imprint: -7.1%; p53ts 32C tox: 10.9%; p53ts 39C kill: 19.0%; IkB signaling: 0.1%
Cc1cc2oc(=O)cc(CN3CCCCC3)c2cc1C(C)C
  Peg3 imprint: -21.5%; p53ts 32C tox: -4.3%; p53ts 39C kill: -6.1%; IkB signaling: 5.5%

# Further entries follow.
mol	Peg3 imprint	p53ts 32C tox	p53ts 39C kill	IkB signaling
COc1ccc(C2C(C(=O)Nc3ccc(Cl)cc3)=C(C)Nc3nc(SCc4cccc(C)c4)nn32)cc1OC (configuration not stated)	2.0%[10.9 µM]	-5.5%	-1.1%	4.3%
COC(=O)Cn1cc(C(=O)C2CC2)c2ccccc21	-0.7%	5.4%	13.6%	-0.6%
COC(=O)c1ccc2c(c1)C(=O)N(C1CCCCC1)C2=O	1.5%	5.6%	11.7%	-3.2%
Cc1ccc(-c2cc3nc(-c4ccccc4)cc(N4CCOCC4)n3n2)cc1	.	0.9%	6.9%	.
C=CCNc1ncnc2ccccc12	-15.0%	-14.3%	-11.0%	2.2%
COc1ccc(N2CCN(C(=O)c3ccc(N4C(=O)NC5CC4(C)Oc4ccccc45)cc3)CC2)cc1 (configuration not stated)	-0.6%	12.7%	3.4%	1.2%
CC1=C(C(=O)N2CCCCC2)C(c2cccs2)NC(=O)N1 (configuration not stated)	-5.6%	-8.4%	1.4%	-0.9%
CCOCCCNC(=O)C(Cc1ccccc1)NC(=O)c1ccco1 (configuration not stated)	-0.7%	8.2%	10.1%	-2.4%
O=C(c1ccc2c(c1)CCN2S(=O)(=O)c1ccc(Cl)cc1)N1CCN(c2ccc(F)cc2)CC1	-5.6%[10.9 µM]	-0.4%	1.0%	?
c1ccc(Oc2nc(Oc3ccccc3)nc(N3CCOCC3)n2)cc1	-12.0%	-0.4%	-4.8%	0.8%
O=C(Nc1nccs1)C1CCCN1S(=O)(=O)c1cccc2cccnc12 (configuration not stated)	-6.6%	9.4%	8.9%	-5.1%
Cc1ccc(-c2n[nH]c3c2C(c2cccc(O)c2)N(c2ccc(C(=O)O)cc2)C3=O)cc1 (configuration not stated)	-7.0%[10.9 µM]	-19.1%	-0.7%	?
COc1ccccc1NC(=O)Cn1cnc2c(oc3ccccc32)c1=O	-16.7%	8.1%	11.8%	0.1%
Cc1ccc2c(c1)nnn2C1CCN(CC(=O)c2ccc(Cl)cc2)CC1	-12.0%	4.3%	-5.1%	7.1%
Cc1cccc(N2C(N)=NC(N)=NC23CCCCC3)c1	-17.5%	1.3%	-3.8%	0.2%
CCCCC(CCC(=O)Nc1ccc(C(=O)OC)cc1)C(=O)O (configuration not stated)	.	-15.1%	0.2%	.
O=C(O)c1ccc(N2C(=O)C3ON(c4ccccc4)C(c4ccccc4F)C3C2=O)cc1 (configuration not stated)	9.8%	-4.0%	0.7%	5.8%
O=C(Cn1nnc(-c2ccncc2)n1)NCCc1ccccc1	4.3%	-4.0%	-3.8%	3.2%
COc1ccc(OCC(=O)OCc2cc(=O)n3nc(-c4cccs4)sc3n2)cc1	-8.0%[10.9 µM]	-2.0%	-15.5%	-1.6%
CCCCNC(=S)NNC(=O)c1nn(C)c(C)c1Cl	.	8.5%	31.2%	.
O=C(NCCN1CCCC1)c1ccc(Cc2nc3ccccc3[nH]2)cc1	.	6.3%	1.8%	.
Cc1ccc(Cl)cc1NC(=O)C(=O)NCCc1sc(-c2ccc(F)cc2)nc1C	-5.9%[10.9 µM]	3.4%	8.8%	-2.4%
CCn1nc(C)c(NC(=O)/C=C/c2ccc(OC)c(COc3ccc(Cl)cc3Br)c2)c1C	.	-4.1%	16.6%	.
CN1CCN(C(=O)c2nc3ccc(Cl)cc3[nH]2)CC1	-16.4%	4.3%	-4.6%	.
COc1cccc(CCNC(=O)c2c(O)nc3c(C)cccn3c2=O)c1	-4.2%[10.9 µM]	3.7%	-11.9%	0.7%
Cc1nn(-c2ccccc2)c(OC(=O)c2ccccc2F)c1S(=O)(=O)c1ccccc1	6.1%[10.9 µM]	2.0%	-5.2%	?
COc1ccc(NC(=O)C2CCN(c3nc(C)nc4c3CCC4)CC2)cc1	-12.6%	18.2%	10.8%	?
Cc1cccc2nc(CSc3nncn3-c3ccccc3)cn12	-10.7%	-2.8%	-5.8%	-0.8%
CCC(C)[C@H](NC(=O)NCc1cccs1)C(=O)OC (some centres not stated)	3.4%	0.4%	4.7%	0.5%
N=C(N)c1ccc(N)cc1	-14.4%	13.0%	11.6%	-0.7%
CS(=O)(=O)N(CC(=O)NCc1ccco1)c1cc(C(F)(F)F)ccc1Cl	14.0%	19.5%	15.4%	-0.8%
Cc1cc(N2C(=O)C3CC=CCC3C2=O)cc(C)c1Br (configuration not stated)	-9.2%	-5.7%	-6.2%	6.4%
Cc1ccc(C2(c3ccc(C)cc3)NC(=O)N(Cc3c(C)noc3C)C2=O)cc1	-15.0%	14.9%	4.5%	?
CCOc1ccccc1C(=O)N1CCCCC1CCN1CCOCC1 (configuration not stated)	-17.2%[10.9 µM]	-0.3%	-9.9%	-1.1%
CC1=C(C(=O)Nc2ccc(C)cc2C)C(c2cccs2)n2nc(SCc3ccccc3Cl)nc2N1 (configuration not stated)	8.4%[10.9 µM]	6.9%	8.0%	7.2%
CCOC(=O)/C=C1\CC(=O)Nc2cc(C)c(C)cc2N1	0.8%	0.4%	10.0%	-0.3%
Cc1nnc(SCC(=O)NCc2ccco2)n1-c1ccc(F)cc1	.	3.4%	26.7%	.
CCc1ccc2ncc3c(-c4ccccc4)nn(-c4ccccc4)c3c2c1	-19.7%[10.9 µM]	-5.6%	-23.2%	?
CC1Cc2ccccc2N1c1ncnc2c1nnn2Cc1ccccc1Cl (configuration not stated)	.	5.9%	8.4%	.
Cc1cccc2c1-c1sc(C(=O)NCCCN3CCN(c4ccccc4F)CC3)cc1CO2	-18.9%[10.9 µM]	-3.7%	15.8µM*	?
COc1nc(-c2ccccc2)ccc1-c1noc(-c2ccccc2Br)n1	-6.9%[10.9 µM]	-3.3%	?	-1.0%
Cn1c(=O)oc2cc(S(=O)(=O)N3CCC(C(=O)NCc4ccc(F)cc4)CC3)ccc21	-9.6%[10.9 µM]	0.4%	-11.3%	?
CCOc1ccc(CCNC(=O)c2sc3ncccc3c2-n2c(C)ccc2C)cc1	-18.2%[10.9 µM]	3.6%	8.6%	?
CCN(CC)c1ccc(NC(=O)c2cc3c(=O)n4cccc(C)c4nc3n2C)c(C)c1	-4.8%[10.9 µM]	16.7%	6.6%	2.4%
Cc1nn(C(=O)c2ccoc2C)c(N)c1-c1ccccc1	-13.8%	-15.2%	-9.4%	1.4%
COc1ccc(C(=O)NCC(c2cccnc2)N2CCN(c3ccccc3)CC2)cc1OC (configuration not stated)	-91.1%[inhibitor]	10µM*	?	1.5%
Cn1ccnc1C(O)c1cc(C(C)(C)C)c(O)c(C(C)(C)C)c1 (configuration not stated)	-34.3%[inhibitor]	-1.0%	-0.1%	14.9%
CCOc1ccc(CNS(=O)(=O)c2ccc3c(c2)CCCN3C(C)=O)cc1OC	-19.1%[10.9 µM]	2.6%	-15.7%	-1.9%
C=CCn1c(COc2ccccc2)nnc1SCC(=O)O	.	-1.0%	0.6%	2.9%
CCOCCCNC(=O)Cc1ccc(OC)c(OC)c1	-3.2%	0.6%	5.1%	-3.2%
COC(=O)c1ccc(COc2ccc(-c3nn[nH]n3)cc2)cc1	-60.2%[inhibitor]	7.4%	4.6%	0.3%
CC1(C)Cc2ccccc2-c2nnc(-c3ccc(O)cc3)n21	.	7.6%	-1.9%	3.6%
CC1=C(C(N)=O)C(c2ccc(C)o2)C(C(N)=O)=C(C)N1	-15.9%	-5.5%	1.3%	-0.4%
COC(=O)[C@@]1(Cc2ccc(OC)cc2)[C@H]2c3cc(C(=O)N(C)C)n(Cc4nc5ccccc5[nH]4)c3C[C@H]2CN1C(=O)c1ccccc1	-13.4%	14.3%	17.5%	.
CN1CCN(c2ncc3nc(-c4cc(F)cc(F)c4)c(=O)n(-c4ccccc4)c3n2)CC1	.	-6.0%	-11.2%	-2.1%[11.4 µM]
Cc1c(Cl)cccc1NC(=O)CSCC(N)=O	-11.0%	-3.8%	13.0%	-2.2%
CC(=O)N1CCN(C(=O)CCc2nc3sc4c(c3c(=O)[nH]2)CCCC4)CC1	-11.8%	-5.4%	-6.3%	0.9%
O=C1N(CC(=O)N2CCc3ccccc32)CCN1Cc1ccc(Cl)cc1	-12.0%	4.8%	-4.1%	2.3%
Cc1nn(Cc2ccc(C(=O)N3c4ccc(F)cc4CCC3C)o2)c(C)c1Br (configuration not stated)	-17.1%	2.1%	-12.9%	?
Cc1ccc(-c2cc(C(=O)NC(C)c3ccccc3)c3ccccc3n2)cc1C (configuration not stated)	-10.8%[10.9 µM]	-4.8%	-29.3%	-0.5%

# (more compounds)
mol	Peg3 imprint	p53ts 32C tox	p53ts 39C kill	IkB signaling
COc1ccc(N(C)C(=O)c2ccc3snnc3c2)cc1	-3.5%	-0.6%	-8.2%	1.6%
Cn1c(=O)c2c(nc(SCCNS(=O)(=O)c3ccccc3)n2C)n(C)c1=O	5.0%	4.7%	5.4%	-1.3%
Cc1cc(N2C(=O)c3ccc(C(=O)NCc4ccccc4)cc3C2=O)no1	-1.2%	-8.5%	8.9%	0.3%
O=C(NC1CCCCCCC1)c1ccc2c(c1)OCO2	-65.9%[inhibitor]	?	?	8.1%
Cc1ccc(S(=O)(=O)NC2OC(=O)C(Cl)=C2Cl)cc1 (configuration not stated)	-18.1%	-1.3%	-15.2%	?
Cc1cc(NC(=O)CSc2ncn(-c3ccccc3)n2)no1	-38.0%[inhibitor]	-0.3%	2.7%	-0.8%
Cc1ccc(CN2CC34C=CC(O3)C(C(=O)NCc3ccc5c(c3)OCO5)C4C2=O)cc1 (configuration not stated)	-10.3%	5.1%	20.8%	3.1%
CCOC(=O)C1=C(C)NC2=C(C(=O)CC(C)(C)C2)C1c1ccc(N(C)C)cc1 (configuration not stated)	-0.8%	5.4%	7.8%	0.5%

# An unsorted share of the library; any-hit rate near 1.8%.
